# Nrf2 block – Nrf2 qHTS screen for inhibitors | Potency, µM (highest dose often 46 µM), for the others: at the top dose activity change, negative = inhibition, most hits filed as inhibitors | AID 504444, 2011 | A549 ARE-Fluc reporter, luciferase luminescence, 18-24 h | 360,000 compounds, 2.1% hits; further: potency means the concentration at half of the fitted maximal effect; on the % scale 0 is the no-effect control and ±100 the full control effect; nearly all actives have a fitted effect of over 60% in size
#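 Concentration-response testing used A549 ARE_Fluc cells at 5000 cells/well. Following an 18-24 h compound incubation, viability was read by fluorescence (Ex 405/Em 525) and luciferase output by luminescence.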
# EPAC2 antagonist – qHTS for Antagonist of cAMP-regulated guanine nucleotide exchange factor 2 (EPAC2): primary screen. Rap guanine nucleotide exchange factor 4 (Homo sapiens), Q8WZA2. EPAC2 GEF exchange of Rap1B-BODIPY-GDP, fluorescence. Potency, µM (titrated, usually from 114 µM), for inactives: at the highest dose activity, negative = inhibition, usual class: inhibitors. 360,000 compounds, 0.18% hits. AID 720708, 2013; further: potency means the concentration at half of the fitted maximal effect; on the % scale 0 is the no-effect control and ±100 the full control effect; nearly all actives have a fitted effect of over 45% in size; many of its hits are not listed in these tables
# Target sequence (Q8WZA2 whole entry, looked up): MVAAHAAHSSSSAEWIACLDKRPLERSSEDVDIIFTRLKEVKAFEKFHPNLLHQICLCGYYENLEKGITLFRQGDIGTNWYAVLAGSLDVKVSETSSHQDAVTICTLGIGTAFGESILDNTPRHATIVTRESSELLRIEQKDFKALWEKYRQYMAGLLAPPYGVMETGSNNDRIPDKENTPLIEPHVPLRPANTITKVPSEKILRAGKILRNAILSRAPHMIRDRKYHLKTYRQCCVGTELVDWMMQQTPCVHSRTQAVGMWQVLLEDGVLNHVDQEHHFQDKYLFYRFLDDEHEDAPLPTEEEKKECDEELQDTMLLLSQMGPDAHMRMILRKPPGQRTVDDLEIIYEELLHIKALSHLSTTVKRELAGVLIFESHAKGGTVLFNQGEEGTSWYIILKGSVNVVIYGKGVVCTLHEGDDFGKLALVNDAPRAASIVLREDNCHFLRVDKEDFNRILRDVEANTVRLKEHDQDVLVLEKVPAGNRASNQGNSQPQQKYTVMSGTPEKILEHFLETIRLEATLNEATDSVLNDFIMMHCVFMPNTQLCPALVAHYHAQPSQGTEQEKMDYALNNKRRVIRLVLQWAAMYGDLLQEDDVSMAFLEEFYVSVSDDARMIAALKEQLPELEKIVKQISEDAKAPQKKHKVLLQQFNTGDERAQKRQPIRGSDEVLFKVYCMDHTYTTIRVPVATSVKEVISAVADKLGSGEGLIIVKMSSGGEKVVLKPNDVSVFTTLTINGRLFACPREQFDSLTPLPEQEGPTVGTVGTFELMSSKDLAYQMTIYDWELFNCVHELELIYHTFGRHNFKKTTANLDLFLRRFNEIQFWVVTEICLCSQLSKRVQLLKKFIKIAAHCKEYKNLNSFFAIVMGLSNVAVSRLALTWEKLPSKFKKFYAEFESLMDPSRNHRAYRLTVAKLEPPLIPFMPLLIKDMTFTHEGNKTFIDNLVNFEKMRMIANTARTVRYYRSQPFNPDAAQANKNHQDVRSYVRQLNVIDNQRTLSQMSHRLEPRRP
# EPAC2 agonist – qHTS for Agonist of cAMP-regulated guanine nucleotide exchange factor 4 (EPAC2): primary screen. EPAC2 activation, biochemical qHTS; response scale: 100% = 6.5 mM cAMP response. 360,000 compounds, 0.079% hits. AID 720711, 2013. Potency, µM (series often up to 154 µM), for the others: top-dose activation, hits mostly activators; further: potency means the concentration at half of the fitted maximal effect; nearly all actives have a fitted effect of over 50% in size
#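 Guanine nucleotide exchange by EPAC2 is measured as reduced fluorescence of BODIPY-GDP once it is released from 250 nM Rap1B. Plates are read kinetically for 30 min at room temperature; results are scaled to 6.5 mM cAMP.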
# Nrf2 activator – qHTS of Nrf2 Activators; AID 624171, 2012; AREc32 ARE-luciferase reporter (MCF7-derived line), luminescence, 24 h; Potency, µM (highest dose often 46.1 µM), without a hit: top-dose activation, hits mostly activators; 410,000 compounds, 0.31% hits; further: potency means the concentration at half of the fitted maximal effect; % of control where 0% means no effect; nearly all actives have a fitted effect of over 65% in size
#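 ARE-driven firefly luciferase activity in AREc32 cells measured after a 24 hr compound exposure at 37 deg C, using Steady-Glo reagent and a 30 min room-temperature hold.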
# CCT chaperon mod – High-Throughput Screening for Modulators of Cytosolic Chaperonin Activity; purified chaperonin ATPase assay, HTRF ADP detection, 30 min; activity change, % (concentration not given with the values), hits read low; 360,000 compounds, 0.3% hits; in the data active means activity change below about -30%; further: on the % scale 0 is the no-effect control and ±100 the full control effect
#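 Nucleotide hydrolysis assay: TRiC at 20–40 nM final (set by batch activity) with 10 uM ATP, 30 min at 37 °C, in presence of 76 uM compound. Detection by competitive ADP HTRF, 30 min ambient.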
# Mm-Cpn inhibitor – Inhibitors of TCP-1 ring complex (TRiC) of Methanococcus maripaludis (MmCpn): qHTS; Chaperonin Mm-Cpn (Methanococcus maripaludis); purified Mm-Cpn ATPase, ADP Transcreener TR-FRET; Potency, µM (titrated, usually from 76.9 µM), inactives show at the highest dose activity, negative = inhibition, hits mostly inhibitors; 330,000 compounds, 0.031% hits; AID 504842, 2011; further: potency means the concentration at half of the fitted maximal effect; on the % scale 0 is the no-effect control and ±100 the full control effect; nearly all actives have a fitted effect of over 80% in size
#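 Purified archaeal chaperonin (25 nM final) was preincubated with compound for 10 min at 37°C, then ATP (10 uM final) was added for 30 min at 37°C in Tris pH 7.4/KCl/MgCl2/DTT buffer. ADP was quantified by HTRF Transcreener TR-FRET.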
# A549 viability – Nrf2 qHTS screen for inhibitors: counterscreen for cytotoxicity | 390,000 compounds, 0.16% hits | A549 ARE-Fluc cells, CellTiter-Fluor viability, 18-24 h | Potency, µM (top dose mostly 46 µM), for the others: top-dose activity change, negative = cytotoxicity, usual class: inhibitors; further: potency means the concentration at half of the fitted maximal effect; on the % scale 0 is the no-effect control and ±100 the full control effect
#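 A549 ARE-Fluc cells in 5% FBS OPTI-MEM, 5000 cells/well, rested 2 h then exposed to compounds in concentration-response for 18-24 h at 37 °C. Viability by CellTiter-Fluor fluorescence (Ex 405/Em 525) after 30 min; luciferase luminescence (BugLite, 15 min, RT) read afterwards.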
# TGFb SMAD3 inh – qHTS for Inhibitors of TGF-b; HepG2 CAGA-GFP TGF-b/SMAD3 reporter, GFP fluorescence, 18 h; TGF-beta stimulated, 500 pg/mL final; Potency, µM (series often up to 46.1 µM), without a hit: at the highest dose activity, negative = inhibition, most hits filed as inhibitors; 410,000 compounds, 1.2% hits; AID 588855, 2011; further: potency means the concentration at half of the fitted maximal effect; on the % scale 0 is the no-effect control and ±100 the full control effect; nearly all actives have a fitted effect of over 65% in size
#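 Using HEPG2 CAGA-GFP reporter cells at 1000 cells/well, we pinned test compounds, stimulated with recombinant TGF-beta (500 pg/mL final) and measured total well GFP after 18 h.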
# pAkt inh – HTS Assay for Inhibitors of Akt Phophorylation: Primary Screen; Neuro2A IGF-stimulated pAkt S473 HTRF, 20 min; stronger effect = lower value; activity change, % for hits at 50 µM; 360,000 compounds, 0.32% hits; AID 651550, 2012; in the data active means activity change below about -80%; inconclusive means mostly about -51% to -80%; further: on the % scale 0 is the no-effect control and ±100 the full control effect
#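 Single-point screen (50 µM final compound) in Neuro2A cells stimulated 20 min with 6 nM IGF at 37 deg C. After lysis, Ser473-phosphorylated Akt read by HTRF (ex 330 nm, em 615/665 nm) as the 665/615 ratio.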
# * marks the source's active call; other numbers are inactive results; i = inactive; ? = inconclusive; . = no result given; & = joins results of further samples; [ ] = dose if it differs, or a comment. Unless noted, the call rests on the fitted dose curve; in most records, active means well fitted curve in the direction sought with a large enough effect; inconclusive means small, poorly fitted or top-dose-only effect, or another doubt; inactive means no such curve, though single readings can be large; an effect the other way counts as inactive or inconclusive. Not all compounds are listed. The share of hits here may be higher or lower than overall.
SMILES,Nrf2 block,EPAC2 antagonist,EPAC2 agonist,Nrf2 activator,CCT chaperon mod,Mm-Cpn inhibitor,A549 viability,TGFb SMAD3 inh,pAkt inh
Cc1ccc(NS(=O)(=O)c2ccc3c(c2)NC(=O)CO3)cc1C,?,-16%,-3%,-1.4%,0.7,-6%,1%&-4%,-15%,i
O=[N+]([O-])c1cccc(CSc2nc3ccccc3[nH]2)c1,-26%,-7%,5%,26%,1.7,3%,-10%,14%,i
Cc1c(N(C)S(=O)(=O)c2ccc(Cl)c(C(=O)N3CCC(C(N)=O)CC3)c2)c(=O)n(-c2ccccc2)n1C,0%,-6%,6%,0.3%,0.2,2%,-8%,4%,i
O=C(COc1ccccc1Cl)NC(=O)NC1CCCC1,?,-7%,4%,3.0%,-1.2,1%,4%,-3%,i
CCOc1ccc(N(Cc2ccccc2)C(=O)c2nc(SC)ncc2Cl)cc1,?,.,.,19%,.,.,0%,?,.
S=c1[nH]nc(-c2cccs2)n1/N=C/c1cccs1,-18%,0%,9%,4.3%,-0.7,0%,-9%,42%[activator],i
CNC(=O)COC(=O)/C=C/c1ccc(F)cc1,-8%,5%,3%,2.9%,-0.5,3%,-1%,-1%,i
CCCCC1CC1C(=O)Nc1ccc(OC)c(OC)c1 (configuration not stated),-9%,0%,1%,4.4%,-3.8,1%,5%,?,i
O=C1CC(c2ccccc2)CN1C(=O)c1ccccc1 (configuration not stated),?,-7%,-3%,-0.4%,-3.2,0%,7%,9%,i
C=CCN(c1cccc(C(F)(F)F)c1)S(=O)(=O)c1cccc(C(=O)OCC(=O)Nc2ccccc2)c1,3%,-4%,-8%,0.0%,-3.4,-1%,-7%,-4%,i
CCOC(=O)Nc1c2ccccc2nc2ccccc12,-19%,-27%,3%,12%,-1.2,-19%,-6%,-4%,i
CC(C)CCNC(=O)c1ccc(-n2cnc3cccnc32)cc1,?,0%,1%,0.0%,0.1,0%,0%,27%,i
Cc1cc(OC(=O)c2cc(Cl)nc3ccccc23)ccc1Cl,12%,10%,8%,-0.3%,0.8,-7%,-2%,2%,i
CC(C)C(=O)N(Cc1ccccc1)c1ccccn1,14%,16%,10%,-0.7%,-2.3,2%,1%,14%,i
O=C(CCc1nnc2n(Cc3ccc(Cl)cc3)c(=O)c3ccccc3n12)NCCN1CCCC1,-8%,1%,8%,2.7%,-1.6,2%,9%,-25%,i

# In a second layout: results already given.
canonical_smiles | Nrf2 block | EPAC2 antagonist | EPAC2 agonist | Nrf2 activator | CCT chaperon mod | Mm-Cpn inhibitor | A549 viability | TGFb SMAD3 inh | pAkt inh
Cc1ccc(NS(=O)(=O)c2ccc3c(c2)NC(=O)CO3)cc1C | ? | -16% | -3% | -1.4% | 0.7 | -6% | 1%&-4% | -15% | i
O=[N+]([O-])c1cccc(CSc2nc3ccccc3[nH]2)c1 | -26% | -7% | 5% | 26% | 1.7 | 3% | -10% | 14% | i
Cc1c(N(C)S(=O)(=O)c2ccc(Cl)c(C(=O)N3CCC(C(N)=O)CC3)c2)c(=O)n(-c2ccccc2)n1C | 0% | -6% | 6% | 0.3% | 0.2 | 2% | -8% | 4% | i
O=C(COc1ccccc1Cl)NC(=O)NC1CCCC1 | ? | -7% | 4% | 3.0% | -1.2 | 1% | 4% | -3% | i
CCOc1ccc(N(Cc2ccccc2)C(=O)c2nc(SC)ncc2Cl)cc1 | ? | . | . | 19% | . | . | 0% | ? | .
S=c1[nH]nc(-c2cccs2)n1/N=C/c1cccs1 | -18% | 0% | 9% | 4.3% | -0.7 | 0% | -9% | 42%[activator] | i
CNC(=O)COC(=O)/C=C/c1ccc(F)cc1 | -8% | 5% | 3% | 2.9% | -0.5 | 3% | -1% | -1% | i
CCCCC1CC1C(=O)Nc1ccc(OC)c(OC)c1 (configuration not stated) | -9% | 0% | 1% | 4.4% | -3.8 | 1% | 5% | ? | i
O=C1CC(c2ccccc2)CN1C(=O)c1ccccc1 (configuration not stated) | ? | -7% | -3% | -0.4% | -3.2 | 0% | 7% | 9% | i

# More entries follow.
SMILES,Nrf2 block,EPAC2 antagonist,EPAC2 agonist,Nrf2 activator,CCT chaperon mod,Mm-Cpn inhibitor,A549 viability,TGFb SMAD3 inh,pAkt inh
O=C(O)c1cn(-c2ccccc2)nc1-c1ccc(Cl)cc1,-9%,15%,4%,-0.4%,-1.4,.,3%,-19%,i
CCOC(=O)Cn1c(C)cc(=O)c2ccccc21,15%,10%,-3%,-0.2%,1.8,-5%,10%,-4%,i
O=C(COc1ccccc1[N+](=O)[O-])Nc1ccc(Br)cc1,?,0%,-9%,?,-2.5,2%,1%,9%,i
CCN(Cc1cc(=O)n2ccsc2n1)Cc1nc2ccccc2c(=O)[nH]1,?,16%,1%,3.6%,1.1,-2%,-12%,0%,i
CC(C)CC(c1nnnn1Cc1ccc(F)cc1)N1CCC(C(N)=O)CC1 (configuration not stated),-4%,-17%,-4%,-0.5%,0.9,-1%,-3%,-2%,i
C=CCCN([C@@H](C)C(=O)OC)S(=O)(=O)c1ccccc1Br,-14%,-17%,6%,-0.5%,-1.5,-5%,6%,-6%,i
Cc1cc(C)cc(C(=O)O/N=C(\N)c2ccc(Br)cc2)c1,?,-3%,10%,14%,-1.7,2%,.,-1%,i
S=C1SCN(Cc2ccccn2)CN1Cc1ccco1,-1%,1%,7%,14%,-2.6,1%,-5%,?,i
O=C(Cc1ccccc1)Nc1ccc(NC(=O)c2cccnc2)cc1,-24%,7%,-1%,1.9%,2.0,-3%,0%,19%,i
O=C(Nc1ccc(C(F)(F)F)cc1)c1ccc2ncsc2c1,?,0%,8%,2.9%,1.2,2%,2%,-3%,i
O=C(Cn1c(=O)n(CC2CCCO2)c(=O)c2ccccc21)N1CCN(c2ccccc2)CC1 (configuration not stated),.,0%,-10%,0.2%,0.8,-1%,-9%,12%,i
Cc1cccc(N(CC(=O)NC(C)(C)C)C(=O)CNC(=O)c2cccs2)c1C,-3%,1%,6%,-0.8%,-1.5,0%,1%,-14%,i
CCOC(=O)Cc1cnc(NC(=O)CSc2nc(N)cc(=O)[nH]2)s1,3%,-3%,-2%,0.4%,-0.6,-2%,7%,-18%,i
Cc1cc(C)n2c(SCC(=O)N(CC(C)C)c3c(N)n(CC(C)C)c(=O)[nH]c3=O)nnc2n1,1%,5%,4%,-0.3%,-6.3,-4%,1%,15%,i
CC(C)CCNC(=O)NC(=O)CSc1nnc(-c2ccccc2F)n1N,-21%,-1%,-1%,-0.7%,0.7,-1%,-3%,-6%,i
COc1ccc(OCCSc2nnnn2C2CCCCC2)cc1,.,-4%,1%,-0.7%,1.6,1%,5%,0%,i
CCOC(=O)Cc1csc(NC(=O)CSc2nnc(-c3ccc(F)cc3)o2)n1,-2%,1%,-3%,-0.7%,0.2,1%,1%,-2%,i
NC(=O)CC12CC3CC(C1)CC(CC(N)=O)(C3)C2,.,8%,4%,-0.7%,-2.3,-1%,2%,26%,-82%*
COc1ccc(-n2nc(C(=O)O)nc2-c2ccccc2)cc1,16%,8%,8%,-0.6%,0.2,0%,1%,9%,i
CCc1cc(=O)oc2cc(C)cc(OCC(=O)NCc3cccnc3)c12,2%,4%,4%,0.6%,-3.5,-2%,2%,-1%,.
COc1cccc(Cn2cc(C(=O)c3ccc(Cl)cc3)c(=O)c3ccccc32)c1,?,.,.,0.1%,.,.,-18%,?,.
CCOC(=O)C1=C(O)/C(=C\c2cccc(OC)c2)N=C1C,-16%,-4%,11%,0.8%,-1.9,-5%,-5%,-1%,i
CCn1c(SCC(=O)NC2CCCCC2)nnc1-c1ccccc1F,-14%,-5%,2%,0.5%,-1.1,0%,-3%,-1%,i
COc1ccc(NC(=O)CN(C)C(=O)CC2CCCC2)cc1,3%,-26%,7%,-0.7%,-2.9,0%,4%,23%,i
CC(=O)Cc1nsc(NC(=O)c2ccc(-c3ccc(Cl)cc3Cl)o2)n1,3%,3%,3%,-0.8%,-2.4,-1%,-1%,5%,i
O=C(CSc1nnc(CCc2nc3ccccc3[nH]2)n1-c1ccccc1)NCc1ccco1,-17%,-1%,10%,2.1%,0.9,0%,-4%,10%,i
COc1cc(S(=O)(=O)NCc2ccc(F)cc2)ccc1-n1cnnn1,0%,-5%,6%,-0.2%,2.0,0%,0%,22%,i
COc1ccc(C(C)NC(=O)c2ccccc2)cc1 (configuration not stated),7%,-4%,11%,0.2%,-3.5,3%,9%,10%,i
COc1ccc(OC)c(NC(=O)COc2coc(CN3CCc4ccccc43)cc2=O)c1,?,12%,-4%,-0.3%,-0.1,-7%,-5%,?,i
